# RAD54 branch: inhibitors of human RAD54 branch migration, primary screen, biochemical, fluorescence, single point; 360,000 compounds, 0.14% hits; inhibition, % at 10.4 µM; RAD54 Holliday junction branch migration, FAM/BHQ fluorescence;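 active = mean normalized replicate activity at least 40 and at least half of replicates scoring 40 or more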;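 note: 0% = median of neutral control wells and 100% = median of positive control wells; inhibitors cause a drop in the FAM fluorescence signal; in these data hits start at about 50%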
# esBAF inh: Bmi1 luciferase reporter increase in mESCs, primary screen, esBAF inhibitor project, mouse ES cells, Bmi1 luciferase knock-in, single point; 24 h; 100% = twice the neutral-well signal; reporter increase, % at 12.5 µM; 350,000 compounds, 2% hits; AID 602393, 2012; in the data active = activation above about 40%;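 note: 0% = median of the plate's neutral control wells and 100% = double that signal; a rise in the Bmi1 reporter signal indicates esBAF inhibition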
# Casp6 inh: human caspase-6 inhibitors, primary screen, biochemical, VEID-R110 fluorescence, single point, set 2; P55212; purified caspase-6, Z-VEID-R110 cleavage fluorescence; inhibition, % at 12.5 µM; 350,000 compounds, 0.53% hits; AID 686996, 2013;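 active = mean inhibition across replicates at least about 35%, with every replicate also reaching that limit, limit read from the data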;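 note: 0% = median of neutral control wells and 100% = no fluorescence left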
# Target sequence (P55212 24-179 limits assumed): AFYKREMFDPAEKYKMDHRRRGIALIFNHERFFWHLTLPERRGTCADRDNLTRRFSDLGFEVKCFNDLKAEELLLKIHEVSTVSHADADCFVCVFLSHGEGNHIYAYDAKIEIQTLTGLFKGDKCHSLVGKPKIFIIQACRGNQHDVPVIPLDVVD
# Target sequence (P55212 194-293 limits assumed): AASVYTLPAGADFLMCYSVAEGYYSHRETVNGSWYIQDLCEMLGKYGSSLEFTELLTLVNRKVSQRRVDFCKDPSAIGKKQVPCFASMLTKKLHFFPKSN
# RAD52 anneal inh: RAD52 DNA annealing inhibitors, primary screen, biochemical, FRET, single point, set 2 | recombinant RAD52 DNA annealing, FRET fluorescence | inhibition, % at 18.7 µM | 360,000 compounds, 0.46% hits | DNA repair protein RAD52 homolog (Homo sapiens), P43351;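 active = every replicate showing at least 50% inhibition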
# Target sequence (P43351 whole entry, looked up): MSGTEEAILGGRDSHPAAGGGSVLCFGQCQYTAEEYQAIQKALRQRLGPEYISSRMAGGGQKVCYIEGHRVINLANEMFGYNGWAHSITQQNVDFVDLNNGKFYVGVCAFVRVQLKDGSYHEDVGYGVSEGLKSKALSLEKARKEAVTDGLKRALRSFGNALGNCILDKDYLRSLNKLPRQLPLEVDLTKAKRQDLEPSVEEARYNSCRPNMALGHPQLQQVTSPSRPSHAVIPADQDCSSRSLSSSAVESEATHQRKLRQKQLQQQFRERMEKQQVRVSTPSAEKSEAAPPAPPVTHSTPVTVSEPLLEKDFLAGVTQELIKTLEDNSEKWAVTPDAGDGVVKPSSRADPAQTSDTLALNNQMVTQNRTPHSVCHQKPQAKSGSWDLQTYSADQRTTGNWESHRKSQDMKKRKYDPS
# ERp5 inh: inhibitors of ERp5-driven insulin aggregation, primary screen, biochemical, turbidity, absorbance 650 nm, single point | Protein disulfide-isomerase A6 (Homo sapiens), Q15084 | 90 min | inhibition, % at 9.99 µM | 350,000 compounds, 0.05% hits | AID 651711, 2012;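 active = mean replicate inhibition above about 25%, with every replicate also reaching it, limit read from the data, passing the limit was not always enough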
# ARNT-TACC3 inh: disruptors of ARNT/TACC3 protein interaction, primary screen, biochemical, AlphaScreen, single concentration; AID 623870, 2012; Transforming acidic coiled-coil-containing protein 3 (Homo sapiens), Q9Y6A5; AlphaScreen His-ARNT PAS-B/GST-TACC3 binding, luminescence; TACC3 fragment carries E629A point mutation; 390,000 compounds, 0.66% hits; inhibition, % at 9.99 µM;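 active = mean inhibition of replicates at least 50% and at least half of replicates each reaching 50%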;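 note: 0% = complete ARNT plus TACC3 wells and 100% = ARNT alone without TACC3; many hits fall short of the cut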
# E-sel inducer: E-selectin induction in HUVECs, primary screen, imaging, HUVEC, immunofluorescence imaging, single point; normalized: neutral wells 0, TNF-alpha wells 100; AID 686992, 2013; 260,000 compounds, 0.37% hits; P16581; activation, % at 7.58 µM;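 active = mean E-selectin-positive cell signal at least 10% of the positive control, reached in at least 60% of replicates, without over 20% cell loss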;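 note: in these data hits start at about 27%; measured in HUVEC primary endothelial cells; signal is the percent of cells scored E-selectin positive by PE staining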
#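 Read-out: % PE-positive cells | Test system: HUVEC | Doses: One compound dose added by pin transfer | Buffer or medium: EGM-2 over gelatin coat | Signal: Immunofluorescence imaging | Benchmarks: TNF-alpha, DMSO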
# PglD inh: C. jejuni PglD acetyltransferase inhibitors, primary screen, biochemical, DTNB colorimetric, single point; purified PglD enzyme, DTNB colorimetric CoA detection; 360,000 compounds, 0.098% hits; AID 602405, 2012; UDP-N-acetylbacillosamine N-acetyltransferase PglD (Campylobacter jejuni); inhibition, % at 12.5 µM; in the data active = inhibition above about 16%, passing the limit was not always enough; note: strong numbers were not always called active
# Active calls of the source: *; . = no result given.
SMILES	RAD54 branch	esBAF inh	Casp6 inh	RAD52 anneal inh	ERp5 inh	ARNT-TACC3 inh	E-sel inducer	PglD inh
O=C(Nc1ccc(Cl)cc1)N[C@@H]1CC[C@H](CCn2cc(-c3ccccc3F)nn2)O[C@H]1CO	1	-2	1	1	1	-8	3.0	0
CCCNC(=O)N[C@H]1CC[C@@H](CCn2cc(-c3cccc(F)c3)nn2)O[C@H]1CO	-4	2	0	-8	12	3	0.6	5
Cc1cc(C)n(/N=C/c2ccc(C(C)C)cc2)c(=O)c1C#N	.	.	-4	-13	-6	-5	.	.
O=C(CCN1C(=O)c2ccccc2C1=O)c1cnc[nH]1	.	.	-3	7	0	.	0.2	.
COCCNC(=O)C[C@@H]1CC[C@@H]2[C@H](COc3ccc(NC(=O)Nc4ccccc4)cc3C(=O)N2C)O1	-7	4	-1	2	0	-3	0.0	-4
Cc1ccc(NC(=O)CNCC2CCCCC2)cc1S(=O)(=O)N(C)C	.	.	-1	-10	5	-3	3.8	.
O=C(Cc1ccc(Cl)cc1)N1CCOCC1	3	-3	1	0	-2	-4	.	-4
COc1ccc(NC(=O)N(C)C[C@@H]2Oc3ccc(NC(=O)Cc4cn(C)c5ccccc45)cc3CC(=O)N([C@@H](C)CO)C[C@@H]2C)cc1	0	-7	-1	-15	13	0	-1.3	-2

# Carrying on:
SMILES	RAD54 branch	esBAF inh	Casp6 inh	RAD52 anneal inh	ERp5 inh	ARNT-TACC3 inh	E-sel inducer	PglD inh
C[C@H](O)C#Cc1ccc2c(c1)O[C@@H](CN(C)Cc1ccccn1)[C@H](C)CN([C@H](C)CO)S2(=O)=O	-5	3	9	0	1	0	0.1	-2
Cc1cccc(Oc2ccccc2NC(=O)c2cnccn2)c1	-9	-14	.	.	.	-2	.	-1
O=C(Cc1cccs1)N(Cc1ccco1)C1(C(=O)NC2CCCC2)CCCCC1	-8	-10	.	.	.	-2	.	1
C[C@@H]1CCCCO[C@@H](CN(C)S(=O)(=O)c2ccc(Cl)cc2)[C@H](C)CN([C@@H](C)CO)C(=O)c2cc(NS(=O)(=O)c3cn(C)cn3)ccc2O1	4	4	2	16	5	-5	-0.4	-2
CN(C(=O)Nc1ccc(Cl)cc1)c1c2c(nn1C)CCCC2	3	-6	.	.	.	-24	.	-3
Cc1cc(C)n(-c2ccc(C(=O)OCC(=O)N(CC(C)C)C3CCS(=O)(=O)C3)cc2)n1 (centres undefined)	-6	12	.	.	.	-8	.	-1
CCc1ccc(N2CC(C(=O)NNC(=O)c3ccc(F)cc3)CC2=O)cc1 (centres undefined)	12	5	0	-4	-11	-7	.	1
CCC1(C)SC(NC(C)=O)=NN1C(C)=O (centres undefined)	.	.	1	-5	2	-6	.	.

# (more compounds)
SMILES	RAD54 branch	esBAF inh	Casp6 inh	RAD52 anneal inh	ERp5 inh	ARNT-TACC3 inh	E-sel inducer	PglD inh
CCCCCc1c(-c2cccc(F)c2)ncn1CCc1ccccc1OC	.	.	-1	13	5	.	-0.1	.
C[C@H](CO)N1C[C@H](C)[C@@H](CN(C)C(=O)Nc2ccccc2)OCCCC[C@H](C)Oc2ccc(NS(=O)(=O)c3ccc(Cl)cc3)cc2C1=O	1	0	9	-51	3	-5	.	1
O=C(CCS(=O)(=O)c1ccccc1)Nc1nc2c(s1)CCCC2	2	3	-1	-8	-4	-4	-0.1	2
O=C(Nc1ccc(C(=O)O)cc1)/C(=C\c1ccccc1)NC(=O)c1ccc(Br)cc1	1	0	2	-11	3	4	0.1	-3
C[C@@H]1CCCCO[C@H](CN(C)S(=O)(=O)c2ccc(Cl)cc2)[C@@H](C)CN([C@H](C)CO)C(=O)c2cc(NC(=O)Nc3cccc4ccccc34)ccc2O1	-2	-2	1	5	0	15	-0.1	1
O=S(=O)(NCC1CCCO1)c1ccc2oc3ccc(S(=O)(=O)NCC4CCCO4)cc3c2c1 (centres undefined)	-14	2	.	.	.	0	.	-8
CC(C)CN(C(=O)C1CCCCC1)C1CCS(=O)(=O)C1 (centres undefined)	0	-4	-1	-2	-6	-5	-0.1	1
Cc1ccc(S(=O)(=O)N(C)C[C@@H]2Oc3ccc(NC(=O)Cc4cn(C)c5ccccc45)cc3CC(=O)N([C@H](C)CO)C[C@H]2C)cc1	-1	5	-4	20	-2	8	-0.2	-3

# Following part.
SMILES	RAD54 branch	esBAF inh	Casp6 inh	RAD52 anneal inh	ERp5 inh	ARNT-TACC3 inh	E-sel inducer	PglD inh
N#C/C(=N/Nc1ccccc1[N+](=O)[O-])C(N)=S	1	.	12	12	2	0	4.4	-3
COc1cc(/C=C2\SC(=S)N(CCCCC(=O)O)C2=O)ccc1OS(=O)(=O)c1ccc(C)cc1	-11	10	-4	-8	13	13	.	-5
C[C@H](CO)N1C[C@H](C)[C@H](CN(C)Cc2ccc(C(F)(F)F)cc2)OCCCC[C@H](C)Oc2ccc(NC(=O)Nc3ccccc3)cc2C1=O	-17	0	.	.	.	-9	-0.2	0
COc1ccc(-c2nc3cnccn3c2NC(C)(C)CC(C)(C)C)cc1O	-5	0	1	-6	3	-4	3.9	-2
CO[C@H]1CN(C)C(=O)c2cc(NC(=O)CC(F)(F)F)ccc2OC[C@@H](C)N(C(=O)c2ccccc2F)C[C@H]1C	.	.	-1	-98	17	.	-0.2	.
CO[C@@H]1CN(C)C(=O)c2ccc(NC(=O)c3ccc4c(c3)OCO4)cc2OC[C@@H](C)N(CC2CC2)C[C@@H]1C	5	-2	1	-12	-7	-4	0.1	0
CC(C)(C)OC(=O)NCCC(=O)N/N=C/c1cccc2nccnc12	3	-3	-2	-18	1	4	.	-4
COc1ccc(NC(=O)N(C)C[C@H]2Oc3ccc(NS(=O)(=O)c4c(C)noc4C)cc3CC(=O)N([C@H](C)CO)C[C@H]2C)cc1	3	1	2	-1	9	.	.	3

# 6 compounds from above, reduced to RAD54 branch and RAD52 anneal inh.
molecule	RAD54 branch	RAD52 anneal inh
CN(C(=O)Nc1ccc(Cl)cc1)c1c2c(nn1C)CCCC2	3	.
Cc1cc(C)n(-c2ccc(C(=O)OCC(=O)N(CC(C)C)C3CCS(=O)(=O)C3)cc2)n1 (centres undefined)	-6	.
CCc1ccc(N2CC(C(=O)NNC(=O)c3ccc(F)cc3)CC2=O)cc1 (centres undefined)	12	-4
CCC1(C)SC(NC(C)=O)=NN1C(C)=O (centres undefined)	.	-5
CCCCCc1c(-c2cccc(F)c2)ncn1CCc1ccccc1OC	.	13
C[C@H](CO)N1C[C@H](C)[C@@H](CN(C)C(=O)Nc2ccccc2)OCCCC[C@H](C)Oc2ccc(NS(=O)(=O)c3ccc(Cl)cc3)cc2C1=O	1	-51

# The main list resumes; the 5 compounds before the break are reprinted first.
SMILES	RAD54 branch	esBAF inh	Casp6 inh	RAD52 anneal inh	ERp5 inh	ARNT-TACC3 inh	E-sel inducer	PglD inh
COc1ccc(-c2nc3cnccn3c2NC(C)(C)CC(C)(C)C)cc1O	-5	0	1	-6	3	-4	3.9	-2
CO[C@H]1CN(C)C(=O)c2cc(NC(=O)CC(F)(F)F)ccc2OC[C@@H](C)N(C(=O)c2ccccc2F)C[C@H]1C	.	.	-1	-98	17	.	-0.2	.
CO[C@@H]1CN(C)C(=O)c2ccc(NC(=O)c3ccc4c(c3)OCO4)cc2OC[C@@H](C)N(CC2CC2)C[C@@H]1C	5	-2	1	-12	-7	-4	0.1	0
CC(C)(C)OC(=O)NCCC(=O)N/N=C/c1cccc2nccnc12	3	-3	-2	-18	1	4	.	-4
COc1ccc(NC(=O)N(C)C[C@H]2Oc3ccc(NS(=O)(=O)c4c(C)noc4C)cc3CC(=O)N([C@H](C)CO)C[C@H]2C)cc1	3	1	2	-1	9	.	.	3
CC(C)(C)NC(=O)C(C1CC1)n1c(=O)c(-c2cc3ccccc3[nH]2)nc2ccccc21 (centres undefined)	.	.	-2	-31	1	.	0.0	.
CCOc1ccc(-n2cc(C(=O)Nc3cccc(Cl)c3)c3cc(OC)c(OC)cc3c2=O)cc1	-2	2	.	.	.	10	.	1
CCC(=O)N1C[C@H](O)COC[C@H]2O[C@H](CC(=O)NCc3cc(F)cc(F)c3)CC[C@@H]21	-6	-3	-11	7	-5	-7	0.2	4
C[C@H]1CCCCO[C@@H](CN(C)C(=O)c2ccccc2)[C@@H](C)CN([C@@H](C)CO)C(=O)c2cc(NC(=O)Nc3ccc(C(F)(F)F)cc3)ccc2O1	-2	-11	1	-24	-3	0	0.1	0
NS(=O)(=O)c1ccc(CCNC(=O)c2ccccc2-c2ccccc2)cc1	10	0	0	-10	4	6	.	-1
NC(=O)c1nsc(C(=O)N(c2ccccc2)C(C(=O)NCC2CCCO2)c2ccc(F)cc2)c1N (centres undefined)	-2	-1	.	-16	-9	0	0.2	4
OC(c1cc(F)cc(Cl)c1)c1ncc(-c2ccc(Cl)cc2)[nH]1 (centres undefined)	9	10	11	-97	6	.	0.5	2
Cc1cc(NC(=O)c2ccc(C)o2)no1	-7	-2	5	-9	4	17	-0.1	-3

# Additional structures
SMILES	RAD54 branch	esBAF inh	Casp6 inh	RAD52 anneal inh	ERp5 inh	ARNT-TACC3 inh	E-sel inducer	PglD inh
CC1CCN(C(=O)CSc2nnc(-c3ccc(S(=O)(=O)N4CCOCC4)cc3)n2C)CC1	-9	-3	.	.	.	-4	.	7
Cc1cc(Nc2ccccc2C(=O)O)n2ncnc2n1	-1	3	0	-19	-2	.	.	2
Cc1noc(C)c1NC(=O)Nc1ccc2c(c1)C(=O)N([C@H](C)CO)C[C@@H](C)[C@H](CN(C)C(=O)Nc1c(C)noc1C)O2	2	-4	.	-5	9	2	0.1	-2
CN1c2ccc(-c3ccccc3F)cc2[C@@H]2[C@@H](CCN2C(=O)NC2CCCC2)[C@@H]1CO	-2	1	.	.	.	.	-0.4	-2
O=C(C(=O)N1CCN(S(=O)(=O)c2ccc(OC(F)(F)F)cc2)CC1)c1cccc(C(F)(F)F)c1	.	.	1	-5	0	.	0.0	.
CC1CC(C)CN(S(=O)(=O)c2ccc(NC(=O)CN3C(=O)NC(C)(c4ccccc4)C3=O)cc2)C1 (centres undefined)	17	.	3	1	1	1	.	-4
COc1ccc(O[C@H]2C=C[C@@H](c3ccccc3)O[C@@H]2CO/N=C(\C)CCN2CCCCc3nc(C)c(C)cc32)cc1	.	.	1	-38	7	.	2.4	.
O=C(COc1nncc2ccccc12)NCC(F)(F)F	.	.	-4	-3	-3	.	-2.5	.

# Following part
SMILES	RAD54 branch	esBAF inh	Casp6 inh	RAD52 anneal inh	ERp5 inh	ARNT-TACC3 inh	E-sel inducer	PglD inh
COc1ccccc1OCc1nc(C#N)c(NCc2ccco2)o1	-2	7	-1	-14	-1	.	.	1
CC(C)c1ccc(NC(=S)N2CCCC2)cc1	-4	.	-1	4	4	-4	-0.2	10
CCc1ccc(OCC(=O)NC(=S)Nc2ccc(C(=O)O)cc2)cc1	11	-5	-4	-14	-5	-1	3.3	1
CCCCS(=O)CC(CS(=O)CCCC)OC(=O)c1ccc(C)cc1 (centres undefined)	-10	-3	.	.	.	6	.	-5
